hcDAF12 agonist – H. contortus DAF-12 nuclear receptor activators, primary screen, cell-based, luminescence, HEK293, lit1-tk-luc reporter; 370,000 tested, 1.4% active; activation, % at 6.8 µM; HEK293 hcDAF-12 lit1-tk-luc reporter; 0% DMSO, 100% Δ7-dafachronic acid;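 active = activation above the mean of all tested compounds plus 3 SD, cut at about 5.5% in these data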;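 also: 100% = response to 3 µM Δ7-dafachronic acid high control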
Rev-erbA mod – modulators of Rev-erb alpha DNA binding, primary screen, biochemical, FITC-DNA, fluorescence polarization, uHTS | 370,000 tested, 0.79% active | Rev-erbα–FITC-DNA binding, 90 min | Nuclear receptor subfamily 1 group D member 1 (Homo sapiens), P20393 | activity, % at 10 µM;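 active = activity above about 14%, limit read from the data; passing the limit was not always enough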;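 also: 0% = DMSO wells with 35 nM protein and 100% = DMSO wells with 750 nM protein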
MBD2 inh – inhibitors of MBD2 binding to methylated DNA, primary screen, biochemical, TR-FRET, DNA-binding domain, human. Methyl-CpG-binding domain protein 2 (Homo sapiens), Q9UBB5. MBD2 binding to methylated oligonucleotide. inhibition, % at 4.4 µM. 370,000 tested, 0.31% active. AID 686964, 2013; in the data active = inhibition above about 13%
Target sequence (Q9UBB5 whole entry, looked up, the tested form may be a part): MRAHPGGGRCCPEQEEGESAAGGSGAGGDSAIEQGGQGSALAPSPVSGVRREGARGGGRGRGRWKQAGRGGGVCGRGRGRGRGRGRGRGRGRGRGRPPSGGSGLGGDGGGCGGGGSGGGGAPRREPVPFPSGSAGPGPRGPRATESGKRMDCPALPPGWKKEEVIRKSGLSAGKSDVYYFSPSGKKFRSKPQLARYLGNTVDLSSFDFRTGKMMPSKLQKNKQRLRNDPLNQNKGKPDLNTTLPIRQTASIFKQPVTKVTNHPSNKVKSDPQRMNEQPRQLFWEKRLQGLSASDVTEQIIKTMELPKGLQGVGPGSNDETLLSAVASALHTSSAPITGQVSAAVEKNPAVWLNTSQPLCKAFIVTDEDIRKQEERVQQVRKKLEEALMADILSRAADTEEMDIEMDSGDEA
PLCb3 inh – human PLC-beta3 inhibitors, primary screen, biochemical, fluorescence; 1-phosphatidylinositol 4,5-bisphosphate phosphodiesterase beta-3 (Homo sapiens), Q01970; Purified PLC-beta3, fluorogenic substrate; inhibition, % at 12.2 µM; 370,000 tested, 0.18% active; in the data active = inhibition above about 11%;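 also: 0% = median of compound wells on plate and 100% = full blocker control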
ADAM17 inh – ADAM17 inhibitors, primary screen, biochemical, QFRET; Disintegrin and metalloproteinase domain-containing protein 17 (Homo sapiens), P78536; recombinant ADAM17, EDANS/DABCYL FRET peptide cleavage; 370,000 tested, 0.83% active; inhibition, % at 6.95 µM;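 active = inhibition above the mean of compounds lying between control limits plus 3 SD, set per campaign, cut at about 8.5% in these data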;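 also: 0% = DMSO-only wells as the low control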
Target sequence (P78536 215-824 limits assumed): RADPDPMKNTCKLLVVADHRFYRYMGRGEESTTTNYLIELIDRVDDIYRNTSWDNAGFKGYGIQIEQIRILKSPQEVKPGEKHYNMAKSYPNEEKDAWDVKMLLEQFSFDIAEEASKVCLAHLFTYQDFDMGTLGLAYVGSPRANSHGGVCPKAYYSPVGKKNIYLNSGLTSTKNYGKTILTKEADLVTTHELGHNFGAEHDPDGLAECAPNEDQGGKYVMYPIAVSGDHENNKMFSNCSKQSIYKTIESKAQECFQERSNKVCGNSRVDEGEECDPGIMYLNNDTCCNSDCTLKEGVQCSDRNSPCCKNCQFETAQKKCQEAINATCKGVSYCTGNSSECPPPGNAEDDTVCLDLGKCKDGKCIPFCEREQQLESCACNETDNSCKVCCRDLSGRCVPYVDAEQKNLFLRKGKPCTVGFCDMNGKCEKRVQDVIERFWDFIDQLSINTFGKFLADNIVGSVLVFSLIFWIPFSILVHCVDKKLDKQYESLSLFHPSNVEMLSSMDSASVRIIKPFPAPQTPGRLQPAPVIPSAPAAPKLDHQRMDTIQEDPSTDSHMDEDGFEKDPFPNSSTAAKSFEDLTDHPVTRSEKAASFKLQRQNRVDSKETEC
ssDAF12 agonist – S. stercoralis DAF-12 nuclear receptor activators, primary screen, cell-based, luminescence, HEK293, GRIP1 co-expression, lit1-tk-luc; 370,000 tested, 1% active; HEK293 ssDAF-12/GRIP1 lit1-tk-luc reporter; % of 3 µM dafachronic acid response; activation, % at 6.8 µM;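 active = activation above the mean over all tested compounds plus 3 SD, cut at about 0.9% in these data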;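 also: 0% = DMSO-only wells and 100% = 3 µM delta7-dafachronic acid wells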
SMARCA2 act – SMARCA2 (BRM) function activators, primary screen, cell-based, luminescence, high throughput. MG213 cells, MMTV-luciferase reporter, dexamethasone, overnight. activation, % at 9.1 µM. 370,000 tested, 1% active; in the data active = activation above about 7.8%;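 also: 0% = vehicle wells and 100% = reference activator wells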
DAX1 inh-1 – DAX1 (NR0B1) inhibitors, primary screen, cell-based, HEK293, Gal4-DAX1, luciferase luminescence. HEK293 Gal4-DAX1 luciferase reporter. 340,000 tested, 0.99% active. inhibition, % at 6.75 µM. Nuclear receptor subfamily 0 group B member 1 (Homo sapiens), P51843. AID 504766, 2011;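 active = inhibition above the mean over all tested compounds plus 3 SD, cut at about 4.2% in these data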;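 also: 0% = DAX1-transfected cells with DMSO and 100% = empty-vector control cells with DMSO; inhibition shows as a rise in luminescence from relieved DAX1 repression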
DAX1 inh-2 – DAX1 (NR0B1) inhibitors on StAR promoter, primary screen, cell-based, luminescence, SF-1 (NR5A1), full-length DAX-1 | 370,000 tested, 1.1% active | AID 652010, 2013 | HEK293T StAR-luciferase reporter, SF-1/DAX-1 repression relief | inhibition, % at 6.8 µM;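 active = inhibition above the mean over all tested compounds plus 3 SD, cut at about 3.6% in these data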;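 also: 0% = DAX-1 cells with DMSO and 100% = cells lacking DAX-1 with DMSO; higher inhibition means more luminescence from relief of DAX-1 repression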
hgDAF12 agonist – H. glycines DAF-12 receptor agonists, primary screen, cell-based, luminescence, HEK293, GAL4 fusion, UAS-luciferase; activation, % at 6.8 µM; 370,000 tested, 1.8% active; HEK293 GAL4-hgDAF12 UAS-luciferase reporter, agonist luminescence; normalized to butyrate control;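 active = activation above a cutoff set at the mean of all screened compounds plus 3 SD, cut at about 10% in these data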;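 also: 0% = DMSO wells and 100% = sodium butyrate wells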
PLCg1 inh – PLC-gamma1 enzyme inhibitors, primary screen, biochemical, fluorescence, purified enzyme | 1-phosphatidylinositol 4,5-bisphosphate phosphodiesterase gamma-1 (Homo sapiens), P19174 | fluorogenic substrate | inhibition, % at 12.2 µM | 370,000 tested, 0.84% active; in the data active = inhibition above about 9.5%
Numbers without * were called inactive; . = not tested or not shown; & = joins results of further samples.

SMILES	hcDAF12 agonist	Rev-erbA mod	MBD2 inh	PLCb3 inh	ADAM17 inh	ssDAF12 agonist	SMARCA2 act	DAX1 inh-1	DAX1 inh-2	hgDAF12 agonist	PLCg1 inh
NC(=O)c1ccc(NC(=O)CCN2C(=O)c3ccccc3C2=O)cc1	-0.2	-7	-2	-4	-3	-1.9	-3	1.7	0.2	-0.1	3
CCOc1ccc(CN2CCN(C(=O)c3cccc4ccccc34)CC2)cc1	-3.5	4	-1	-7	0	-2.9	-7	-6.0	-1.2	-5.9	4
COc1cccc(CN2CCN(C(c3ccccc3)c3ccccc3)CC2)c1O	-1.8	0	-3	-3	4	-1.2	-1	-1.1	-0.5	-0.2	5
CCN1CCN(CCNC(=O)c2ccc(/C=C3/Sc4ccccc4N(Cc4cccc(C)c4)C3=O)cc2)CC1	-2.8	-2	-1	-290	-1	-0.9	4	-0.8	-1.0	-3.1	-172
CCOC(=O)c1cnn(CCOC(=O)c2ccc(F)cc2)c1NC(=O)c1ccc(F)cc1	-1.2	-5	-3	-1	-1	-0.6	-2	-0.2	0.0	1.7	-3
Cc1cccc(N2CCN(S(=O)(=O)c3cccc4nonc34)CC2)c1C	3.8	7	2	0	1	-0.4	2	0.0	0.5	-0.5	-2
O=C(NC12CC3CC(CC(C3)C1)C2)c1ccc(Br)o1	-0.8	6	3	-2	-4	-0.8	-1	-1.6	-0.2	3.6	0
COc1cc(C)c(C(=O)CC(=O)c2c(C)cc(OC)cc2C)c(C)c1	0.0	3	2	-7	-1	-0.8	-4	.	-0.6	1.2	4
COC(=O)CNC(=O)C1CCCN1C(=O)CNC(=O)OC(C)(C)C (stereo not drawn)	2.3	1	2	2	-5	-1.1	2	2.8	0.9	0.5	-4
CSc1nc2ccccc2c(=O)n1C1CCCCC1	-0.7	5	3	-7	-3	-1.3	-1	-0.2	0.0	-1.2	-4
CCOc1ccc(C(=O)c2cnc3ccccc3c2N2CCN(CC)CC2)cc1	-0.8	11	-2	-36	-1	-1.6	-1	1.7	0.5	-1.5	-26
CC(C)NC(=O)C1CCCN(S(=O)(=O)c2cccs2)C1 (stereo not drawn)	-0.6	-3	4	3	-6	-1.1	-1	2.0	0.6	2.0	-1
N#Cc1ccccc1NC(=O)COc1ccc2c(c1)OCO2	2.0	1	3	2	2	-1.3	4	1.7	1.3	7.1	5
O=C1CC(N2CCN(c3ccc(O)cc3)CC2)C(=O)N1Cc1cccs1 (stereo not drawn)	-2.4	1	-1	0	2	-1.3	0	-0.3	0.0	-1.3	4
COc1ccc(N2CCN(C(c3ccccc3OC)c3nnnn3Cc3ccco3)CC2)cc1 (stereo not drawn)	-1.9	4	2	3	3	-1.5	-4	-0.3	-0.6	-0.6	6
Cc1ccsc1-c1nc(CSCC(=O)NCCN2CCCC2)c(C)o1	-1.5	6	-2	-14	-17	-0.9	8.3*	-0.6	0.8	-1.8	-14
Cc1ccc(C(=O)Cn2c(C(=O)OCCO)cc3ccccc32)cc1	4.1	-3	-5	-2	5	-1.0	-5	1.4	-0.7	1.6	11*
CC1CCN(S(=O)(=O)c2ccc(NC(=O)Cn3nnc(-c4ccccc4)n3)cc2)CC1	-1.1	6	-1	7	10*	-1.5	-6	-2.0	-0.2	-1.6	8
Cn1cccc1Cc1nnc(SCC(N)=O)n1-c1ccc(F)cc1	-0.6	-1	-1	-7	-2	-1.5	-1	2.8	-0.1	2.1	-8
CCc1ccccc1N/C(=N\S(=O)(=O)c1ccccc1)C(F)(F)F	0.1	-8	-1	3	-2	-1.3	2	-0.1	0.0	0.7	-1
Cc1ccc(NC(=O)CS(=O)CC(=O)Nc2ccc3c(c2)OCO3)cc1Cl (stereo not drawn)	-1.3	11	-4	-3	0	-1.0	0	0.8	0.3	0.5	2
CN1CCN(S(=O)(=O)c2ccc(Sc3nc4ccccc4[nH]3)c3nsnc23)CC1	-0.2	4	-3	-22	0	-1.2	0	-1.4	-0.5	-2.0	-19
Cc1ccc(NC(=O)c2cccs2)cc1NC(=O)c1cccc(F)c1	2.4	-6	-4	-5	-1	-0.3	-3	-0.3	-0.2	-1.4	1
C[C@@H]1CCC[C@@]2(O[C@@H](CCO)C[C@@H](O)[C@@H]2O)O1	-1.6	-5	1	1	-3	-0.9	-1	1.1	0.1	-1.5	2
CCOC(=O)C1C(=O)C=C(c2cccc(NS(C)(=O)=O)c2)CC1c1ccco1 (stereo not drawn)	0.7	3	-5	-18	-2	-0.4	1	0.2	-0.2	-1.1	-14
Further compounds
SMILES	hcDAF12 agonist	Rev-erbA mod	MBD2 inh	PLCb3 inh	ADAM17 inh	ssDAF12 agonist	SMARCA2 act	DAX1 inh-1	DAX1 inh-2	hgDAF12 agonist	PLCg1 inh
COc1cc(F)ccc1-c1csc(C(C)(O)c2ccc(F)c(F)c2)n1 (stereo not drawn)	-1.7	4	-3	2	6	-0.9	9.1*	.	-0.4	0.6	-1
OC[C@H]1O[C@@H]2O[C@H]3[C@H](O)[C@@H](O)[C@@H](O[C@H]4[C@H](O)[C@@H](O)[C@@H](O[C@H]5[C@H](O)[C@@H](O)[C@@H](O[C@H]6[C@H](O)[C@@H](O)[C@@H](O[C@H]7[C@H](O)[C@@H](O)[C@@H](O[C@H]1[C@H](O)[C@H]2O)O[C@@H]7CO)O[C@@H]6CO)O[C@@H]5CO)O[C@@H]4CO)O[C@@H]3CO	2.1	3	-6	5	2	-0.9	-2	.	1.1	2.0	5
CC(=O)Oc1ccc(C(c2ccc(OC(C)=O)cc2)c2ccccn2)cc1	-1.6	0&2	3	5	1	-1.7	4	-0.3	-1.8	-2.0	1
COc1ccc(CNC(=O)CCS(=O)(=O)c2ccc3c(c2)CC(C)N3C(=O)C2CC2)cc1 (stereo not drawn)	-0.5	-9	5	-5	1	-1.3	-4	-0.3	-0.3	1.5	-1
CN(C)CCN1C(=O)C2C3C=CC(C3)C2C1=O (stereo not drawn)	-0.6	-5	0	1	0	-1.6	1	0.5	-0.1	0.3	-1
C=CCn1c(COc2ccc(CC)cc2)nnc1SCC(=O)N(C)C1CCS(=O)(=O)C1 (stereo not drawn)	-1.2	-1	4	0	-3	-0.8	3	0.5	-0.3	1.5	2
Cc1[nH]c2ccccc2c1C(=O)CSc1nc2ncc(Cl)cc2[nH]1	2.9	7	3	-9	0	-0.1	6	0.4	0.0	2.4	3
COc1ccc(Oc2ncnc3c2oc2ccc(Br)cc23)cc1	-0.8	3	3	1	0	-1.2	-2	-1.1	-0.6	-0.8	-1
Cc1nnc2ccc(-c3cccc(NS(=O)(=O)c4cc(F)ccc4F)c3)nn12	-1.1	-3	-11	-1	-1	-0.4	-3	1.0	-0.9	-3.6	-6
COc1ccc(CNC(=O)CNS(=O)(=O)c2ccc(Cl)cc2)cc1	0.6	0	1	4	-4	-1.3	1	-0.2	-0.7	-6.5	-1
Cc1c(-c2ccccc2)[nH]n2c(=O)c3c(nc12)CCCC3	2.4	1	1	-48	-27	-0.5	5	2.1	2.5	11*	-49
O=C(N/N=C/c1cc(Cl)cc([N+](=O)[O-])c1O)C(O)(c1ccccc1)c1ccccc1	-1.4	2	-1	-6	3	-1.2	-2	1.1	0.0	-2.7	2
COC(=O)C1(C)CCC(C(=O)Nc2ccccc2)C1(C)C (stereo not drawn)	-1.7	2	0	-7	-4	-1.8	-9	-0.5	-0.2	-1.7	-1
Cc1cccc(NC(=O)c2n[nH]c([N+](=O)[O-])c2Br)c1C	3.1	-5	-1	-7	0	0.6	1	0.1	3.6*	11*	0
CCOC(=O)c1c(C2COc3ccccc3O2)csc1NC(=O)c1ccccc1 (stereo not drawn)	-1.0	3	1	-2	-2	-1.7	0	0.6	0.0	1.2	12*
Cc1cc(C)n(CCCNC(=O)c2ccc(C)c(S(=O)(=O)N3CCOCC3)c2)n1	0.3	2	1	-2	-4	-1.3	-3	1.9	0.1	0.4	0
Nc1cc(=O)[nH]c(SCC(=O)N2CCCC2)n1	-0.5	-2	-6	-2	-1	-1.1	-2	0.4	1.1	-0.7	-3
CCOc1ccc(S(=O)(=O)N(C)CC(=O)NCc2ccc3c(c2)OCO3)cc1	-2.1	3	-4	-3	0	-0.7	-4	-1.5	-0.5	-2.5	0
CC(C)(C)N1CCC1CN (stereo not drawn)	-2.1	-2	-1	-2	-6	-1.8	0	0.2	-0.3	2.4	1
N#Cc1ccccc1NC(=O)COC(=O)CCc1ccc(S(=O)(=O)N2CCCCC2)cc1	1.4	-2	0	2	0	-0.5	-3	-0.1	-0.5	-0.6	-3

Complete entries from above. Order of values: hcDAF12 agonist	Rev-erbA mod	MBD2 inh	PLCb3 inh	ADAM17 inh	ssDAF12 agonist	SMARCA2 act	DAX1 inh-1	DAX1 inh-2	hgDAF12 agonist	PLCg1 inh
Entry for `C[C@@H]1CCC[C@@]2(O[C@@H](CCO)C[C@@H](O)[C@@H]2O)O1` → -1.6	-5	1	1	-3	-0.9	-1	1.1	0.1	-1.5	2
Entry for `Cc1cc(C)n(CCCNC(=O)c2ccc(C)c(S(=O)(=O)N3CCOCC3)c2)n1` → 0.3	2	1	-2	-4	-1.3	-3	1.9	0.1	0.4	0

Already shown: three of the compounds above.
SMILES	hcDAF12 agonist	Rev-erbA mod	MBD2 inh	PLCb3 inh	ADAM17 inh	ssDAF12 agonist	SMARCA2 act	DAX1 inh-1	DAX1 inh-2	hgDAF12 agonist	PLCg1 inh
COc1cc(F)ccc1-c1csc(C(C)(O)c2ccc(F)c(F)c2)n1 (stereo not drawn)	-1.7	4	-3	2	6	-0.9	9.1*	.	-0.4	0.6	-1
OC[C@H]1O[C@@H]2O[C@H]3[C@H](O)[C@@H](O)[C@@H](O[C@H]4[C@H](O)[C@@H](O)[C@@H](O[C@H]5[C@H](O)[C@@H](O)[C@@H](O[C@H]6[C@H](O)[C@@H](O)[C@@H](O[C@H]7[C@H](O)[C@@H](O)[C@@H](O[C@H]1[C@H](O)[C@H]2O)O[C@@H]7CO)O[C@@H]6CO)O[C@@H]5CO)O[C@@H]4CO)O[C@@H]3CO	2.1	3	-6	5	2	-0.9	-2	.	1.1	2.0	5
CC(=O)Oc1ccc(C(c2ccc(OC(C)=O)cc2)c2ccccn2)cc1	-1.6	0&2	3	5	1	-1.7	4	-0.3	-1.8	-2.0	1

Bioassay records deposited in PubChem BioAssay by several laboratories.
